# Shn3 3UTR inh = inhibitors of Schnurri-3 3'UTR reporter in osteoblasts; Clone20 osteoblast Shn3 3'UTR firefly luciferase, 24 h; inhibition, % at 12.5 µM; actives 0.52% (n = 360,000);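 active = mean inhibition of at least 75% with every replicate also reaching 75%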;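 note: 0% = median of neutral control wells and 100% = pilot-screen positive control compound; some compounds past the cut are filed as inactive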
# MITF TRPM1 inh = MITF TRPM1 promoter inhibition in SK-MEL-5 cells. actives 0.83% (n = 330,000). SK-MEL-5 TRPM1 promoter luciferase, 24 h. inhibition, % at 12.5 µM. AID 488899;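 active = mean inhibition across replicates of 60% or more, whatever share of single replicates reaches that level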; note: values of inactives mirror those of a sister screen read the other way
# NR2E3 ag-1 = NR2E3 (human) agonism; Q9Y5X4; GST-NR2E3/biotin-RetCOR TR-FRET, 1536-well; inhibition of corepressor binding, % at 4.78 µM; actives 0.12% (n = 320,000); AID 2300;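 active = percent inhibition above the cutoff of mean plus 3 SD of all tested compounds, set per screening campaign, cut at about 20% in these data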;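 note: 0% = DMSO wells and 100% = biotin wells as full block of FRET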
# Target sequence (Q9Y5X4 whole entry, looked up): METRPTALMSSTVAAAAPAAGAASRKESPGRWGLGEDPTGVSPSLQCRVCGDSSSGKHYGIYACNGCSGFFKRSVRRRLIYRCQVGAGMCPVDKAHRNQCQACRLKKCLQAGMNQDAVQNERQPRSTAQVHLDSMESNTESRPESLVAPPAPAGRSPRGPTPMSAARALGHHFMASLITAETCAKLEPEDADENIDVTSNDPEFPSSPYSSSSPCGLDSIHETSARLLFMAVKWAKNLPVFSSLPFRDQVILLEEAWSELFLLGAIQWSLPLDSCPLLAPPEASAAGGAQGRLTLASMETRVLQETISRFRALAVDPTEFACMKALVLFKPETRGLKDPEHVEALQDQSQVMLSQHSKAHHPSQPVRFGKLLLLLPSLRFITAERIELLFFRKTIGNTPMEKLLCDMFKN
#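 system = GST-tagged NR2E3 plus biotinylated RetCOR corepressor | input = 1.35 nM GST-NR2E3 | also added = 7 nM biotin-RetCOR | schedule = 5 h incubation at 4 °C | measured by = TR-FRET with europium anti-GST and streptavidin-D2, 340 nm excitation | read-out = percent loss of FRET ratio relative to control wells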
# Peg3 prom inh = inhibitors of Peg3 promoter | HeLa PEG-Prom luciferase reporter, luminescence, overnight | inhibition, % at 20 µM | actives 1.7% (n = 360,000) | AID 588405;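 active = inhibition of at least 50% at 20 µM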
# aDG glyco act = increases alpha dystroglycan glycosylation | Pro5-aDG cells, alpha-DG glycosylation AlphaScreen (IIH6); 0% Pro5, 100% B10-LARGE cell signal | activation, % at 10 µM | actives 0.22% (n = 360,000);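 active = activation of at least 8% versus controls, or a plate z-score of at least 8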;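 note: Pro5 are CHO cells carrying HIG-tagged alpha-DG that lacks glycosylation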
# TWEAK Fn14 block = blocks TWEAK-Fn14 interaction in a reporter cell assay | TWEAK-stimulated Fn14 reporter cells, luciferase luminescence, 8 h | inhibition, % at 10 µM | actives 2% (n = 360,000); in the data active = inhibition above about 50%
# HIF-2a block = blocks HIF-2a reporter activity. 786-0 RCC cells HIF-2a reporter, luciferase luminescence, overnight. inhibition, % at 18.8 µM. actives 0.72% (n = 360,000). AID 624352;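 active = inhibition of the luminescence signal of 40% or more relative to plate controls, in a single-dose primary screen at 18.75 µM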
# iPSC survival up = hiPSC single-cell survival enhancement | ATPlite luminescence; 100% = ROCK inhibitor wells, 0% = DMSO | survival enhancement, % at 20 µM | AID 602274 | actives 0.044% (n = 360,000); in the data active = survival enhancement above about 18%;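 note: cells exposed to compounds for 16 hours before the ATP read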
# NR2E3 ag-2 = agonists of human NR2E3 nuclear receptor. Q9Y5X4. CHO-S Gal4-NCOR/VP16-NR2E3 two-hybrid, luciferase. inhibition of corepressor binding, % at 3.98 µM. actives 0.35% (n = 360,000). AID 602229;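 active = inhibition above the mean of all tested compounds plus 3 SD, cut at about 70% in these data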;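 note: 0% = DMSO with NR2E3 transfected cells and 100% = cells lacking NR2E3 construct; higher means lower luciferase signal from less NR2E3 corepressor binding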
# CF NFkB block = blocks PAF-induced NF-kB reporter in cystic fibrosis cells. KKLEB NF-kB-GFP reporter, GFP fluorescence overnight. inhibition, % at 5 µM. actives 0.86% (n = 360,000);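 active = at least 50% inhibition at 5 µM, scaled per plate between neutral and stimulator controls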;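 note: PAF is a Pseudomonas aeruginosa culture filtrate used as stimulus; plate controls were PAF-stimulated DMSO wells for no effect and unstimulated DMSO wells for full effect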
# KKLEB tox = counter-screen for CF NF-kB inhibitors: cytotoxicity. KKLEB CF airway cells viability, ATPlite luminescence, overnight; stronger effect = lower value; cells stimulated with P. aeruginosa culture filtrate. activity change (cytotoxicity), % at 5 µM. actives 0.36% (n = 360,000);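 active = corrected activity change at or below -50% at 5 µM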
# Active calls of the source: *; nt = no result given.
SMILES,Shn3 3UTR inh,MITF TRPM1 inh,NR2E3 ag-1,Peg3 prom inh,aDG glyco act,TWEAK Fn14 block,HIF-2a block,iPSC survival up,NR2E3 ag-2,CF NFkB block,KKLEB tox
CCOc1ccccc1OCC(=O)OCC(=O)Nc1ncc(Cl)cc1Cl,-5,5,3,9,-0.1,-7,13,1.3,3,-8,2
O=C(CN1CCC(C(=O)O)CC1)Nc1ccccc1Oc1ccccc1,1,nt,-1,6,0.0,-4,13,1.4,-39,11,-4
CCOC(=O)c1ccc(N2C(=O)Cc3ccccc3C2=O)cc1,6,-1,0,-12,0.0,7,8,-0.4,9,-7,9
CC(/C=C/c1ccccc1)=N\NC(=O)Cn1nc(C)cc1C,0,-5,-1,-2,0.0,-26,17,-1.0,-28,22,-6
O=C(NC1=NCCS1)c1ccc(Cl)c(S(=O)(=O)N2CCCCCC2)c1,4,-3,0,-16,0.2,-2,-67,-0.9,-32,8,1
CC1(C)Cc2nc3sc4c(SCC(=O)NCc5ccccc5)ncnc4c3cc2CO1,-36,-7,11,-181,0.0,37,-174,-2.0,-151,29,-24
COc1ccc(-c2noc(CCC(=O)NCCc3cccc(C)c3)n2)cc1,4,-7,-2,-22,0.5,10,-32,3.0,-18,-3,-22
COc1ccc(CN2C(=O)C(CC(=O)NCCc3ccccn3)CC(C(=O)N(C(C)C)C(C)C)=C2C)cc1 (stereo not given),1,nt,nt,-21,-0.1,9,1,1.2,-8,16,-4
FC(F)(F)c1ccccc1NC(=S)Nc1cccc2cnccc12,28,-6,nt,9,0.8,24,6,0.4,0,16,9
OCC[C@H]1C[C@@H](O)[C@H](O)[C@@]2(CCCc3ccccc3O2)O1,-14,nt,1,9,-0.2,5,7,2.7,14,-1,2
CCc1[nH]nc(C(=O)N2CCCC(N3CCN(c4ccccc4C)CC3)C2)c1C (stereo not given),10,-10,4,6,0.2,3,15,-0.2,-15,-6,16
CCOCCOCCC(C(=O)O)P(=O)(c1ccccc1)c1ccccc1 (stereo not given),2,6,0,-1,-0.2,-14,2,-2.9,2,14,-8
O=C(Nc1ccc(Cl)cc1)NN1CC(=O)N(c2cccc(C(F)(F)F)c2)CC1=O,-48,5,0,7,0.1,-4,23,-0.4,-29,24,4
COc1cc(/C=C(\C#N)C(=O)N2CCCCC2)ccc1O,-7,-4,4,7,0.0,-5,8,-0.8,0,4,3
COc1ccc(NC(=O)C2=NN(c3ccccc3)C(=O)CC2)cn1,-1,10,0,20,0.0,14,13,3.6,-10,9,2

# Molecules above that have a halogen, in the order listed:
SMILES,Shn3 3UTR inh,MITF TRPM1 inh,NR2E3 ag-1,Peg3 prom inh,aDG glyco act,TWEAK Fn14 block,HIF-2a block,iPSC survival up,NR2E3 ag-2,CF NFkB block,KKLEB tox
CCOc1ccccc1OCC(=O)OCC(=O)Nc1ncc(Cl)cc1Cl,-5,5,3,9,-0.1,-7,13,1.3,3,-8,2
O=C(NC1=NCCS1)c1ccc(Cl)c(S(=O)(=O)N2CCCCCC2)c1,4,-3,0,-16,0.2,-2,-67,-0.9,-32,8,1
FC(F)(F)c1ccccc1NC(=S)Nc1cccc2cnccc12,28,-6,nt,9,0.8,24,6,0.4,0,16,9
O=C(Nc1ccc(Cl)cc1)NN1CC(=O)N(c2cccc(C(F)(F)F)c2)CC1=O,-48,5,0,7,0.1,-4,23,-0.4,-29,24,4

# Continued.
SMILES,Shn3 3UTR inh,MITF TRPM1 inh,NR2E3 ag-1,Peg3 prom inh,aDG glyco act,TWEAK Fn14 block,HIF-2a block,iPSC survival up,NR2E3 ag-2,CF NFkB block,KKLEB tox
O=C(CCN1C(=O)/C(=C/c2ccccc2Cl)SC1=S)NN1CCOCC1,-20,-12,-3,-4,-0.2,-3,1,-0.6,-11,-18,11
CCNC(=S)Nc1ccc(C)c(Cl)c1,1,5,-1,-1,0.3,8,-6,-2.2,6,22,-9
O=C(Cc1c(O)c2ccccc2[nH]c1=O)NCc1cccc(F)c1,-11,3,17,-15,-0.2,1,10,4.7,9,-12,4
Cc1cccc(C(O)c2ncc(-c3ccc4ccccc4c3)[nH]2)c1C (stereo not given),-8,nt,nt,-23,-0.1,11,-67,-0.2,-15,26,-22
COc1ccc(C(=O)Nc2ccc(S(=O)(=O)N3CCOCC3)cc2)cc1[N+](=O)[O-],14,8,-1,21,-0.1,-12,14,-0.2,-1,6,6
O=C(NCCc1ccc(Cl)cc1)c1cccc(NC2=NC3CS(=O)(=O)CC3S2)c1 (stereo not given),-34,nt,6,1,6.5,10,6,-2.9,-24,0,10
CN(C)CCCn1c(=S)[nH]c2sc3c(c2c1=O)CCCC3,9,3,0,-90,-0.1,-8,-129,-0.4,-68,4,-22
Cc1nc([N+](=O)[O-])c(N2CCOCC2)n1Cc1ccccc1,4,7,-1,5,-0.1,18,1,0.5,-9,0,0
COCCNC(=O)c1onc(CSc2ccccc2F)c1C(=O)O,12,-24,-2,-7,0.3,11,12,2.7,-4,4,-10
CCOC(=O)C1CCN(C(=O)c2ccc3c(=O)n4nc(Nc5ccccc5OC)sc4nc3c2)CC1,9,nt,nt,16,-0.2,-18,-3,-0.7,7,-10,-2
COc1ccc2c(c1)c(C(=O)N/N=C/c1ccc(OC)c(OC)c1)c(C)n2C,-10,9,1,8,-0.3,-17,-6,1.0,-12,-10,12
O=C(O)c1ccc(NC(=S)NC(=O)c2ccc(-c3ccc(Br)cc3)o2)cc1,21,-6,2,-53,0.2,-27,-34,-0.3,6,2,-5
Cc1cc(Nc2ccc([N+](=O)[O-])cc2)nc2ccccc12,-19,-15,-1,-38,-0.2,-32,-86,-1.0,-20,-33,-5
COc1cccc(-c2[nH]nc3c2C(c2ccoc2)C(C#N)=C(N)O3)c1 (stereo not given),-46,-9,-2,4,-0.1,4,1,3.5,18,-38,10
CN1CCCC(OC(=O)c2ccc(C(C)(C)C)cc2)C1 (stereo not given),10,-10,5,-3,0.0,-7,-18,-0.6,8,4,8
CCC(C)(C)C1CCC(=NNC(=S)Nc2ccccc2)CC1 (stereo not given),8,-3,-1,6,0.0,-5,10,-0.6,-54,-16,19
COC(=O)CSc1nnc(-c2ccc(S(=O)(=O)NCc3ccccc3Cl)cc2)o1,6,-3,-2,13,-0.2,4,17,-0.6,-9,-10,4
CC(=O)OCCN(CCOC(C)=O)c1c(C)[nH]c(=O)[nH]c1=O,-11,8,3,1,-0.1,-4,5,5.0,-8,-7,-4
CCOC(=O)N1CCC(NC(=O)c2cc(C(=O)Nc3ccc(OCC)cc3)ccc2CO)CC1,-9,-3,4,-4,0.2,7,-3,-1.9,-20,6,0
CCOC(=O)c1cnn(-c2nc(-c3ccccc3)nc3c2COC(C)(C)C3)c1N,45,0,2,14,0.0,8,3,2.7,-15,0,6
CCCc1ncc(C(O)(c2ccccc2)c2ccccc2)n1C,1,14,3,2,-0.4,-16,11,2.2,-7,12,4
CC(C)C(OC(=O)c1nsc(Cl)c1Cl)C(=O)NCc1ccccc1 (stereo not given),0,0,1,17,0.0,-5,12,-0.3,-8,0,2
COc1ccc(/C=C2\Sc3ccc(C(=O)NCC4CCCO4)cc3N(C)C2=O)cc1 (stereo not given),8,-4,2,-23,-0.2,11,-31,-0.3,-25,12,19
COc1ccc(-c2nc3c(Cl)cc(C(F)(F)F)cn3c2Cc2ccc(C)cc2)cc1OC,7,nt,nt,-7,-0.1,32,0,-0.4,15,4,-15
COc1ccc(CC(=O)Nc2cc(C)ccn2)cc1OC,-14,3,-3,0,0.0,-4,-12,-0.2,-14,-2,1
CCCOC(=O)Nc1cccc(C(C)=O)c1,2,-22,-3,-19,0.0,-14,-13,1.0,-17,-13,7
COc1cc(OC)cc(C(=O)O/N=C(\N)c2ccncc2)c1,-37,-9,2,-50,-0.1,-55,-77,-0.3,-37,-15,14
CCOc1cc(/C=N/NC(=O)C(=O)N2CCCC2)ccc1O,-11,6,-1,3,-0.3,-1,19,0.5,-5,-15,-1
COc1ccc(C2C(C(=O)c3ccco3)=C(O)C(=O)N2c2nnc(C)s2)cc1OC (stereo not given),-3,-2,5,2,0.1,-2,-9,-0.3,-19,2,-8
Cc1cccc(C(=O)NNC(=O)c2ccccc2C)c1,-3,-30,2,-37,-0.1,-4,-59,0.1,0,-24,18
COCC(=O)NCc1nc2ccccc2[nH]1,5,7,-1,3,0.0,8,0,0.9,-25,-18,7
Cc1ccccc1N(C(=O)Cc1cccs1)C(C(=O)NCC1CCCO1)c1cccnc1 (stereo not given),-5,5,0,13,0.1,3,16,1.7,7,6,-14
CS(=O)(=O)N(CC(=O)Nc1ccccc1C(=O)N1CCOCC1)c1cccc([N+](=O)[O-])c1,2,-7,-1,7,-0.3,-4,3,-0.3,-15,0,12
Cc1ccc(S(=O)(=O)N2CCCCC2C)cc1[N+](=O)[O-] (stereo not given),6,3,0,5,-0.1,-25,14,-0.5,-11,-10,4
O=C(NCc1ccc2c(c1)OCO2)c1ccc(Cl)s1,-11,-6,0,-56,0.6,-3,-58,-0.6,3,-33,19
O=C(Cc1c(F)cccc1Cl)N1CCCC1,10,13,2,11,0.1,-16,30,2.3,-5,3,6
CC1CCCCN1C(=O)C12CCC(C)(/C(=N/O)C1)C2(C)C (stereo not given),7,-2,0,-3,-0.2,2,0,1.8,7,8,-8
O=C(Cc1ccc(F)cc1)OCC(=O)N1CCN(S(=O)(=O)c2ccc(Cl)cc2)CC1,2,-2,3,3,0.0,7,-2,-0.1,15,1,2
CC(C(=O)N(C)C1CCS(=O)(=O)C1)N1C(=O)/C(=C/c2ccc(F)cc2)SC1=S (stereo not given),-22,19,1,25,1.6,8,-10,-0.5,-5,-4,11
CN1C[N+]([O-])=C(c2ccccc2)C1(C)C,-30,-11,-1,10,-0.1,-2,2,-1.4,-12,2,-3
O=C(Nc1ccccc1Cl)Nc1ccnn1C1CCN(C(=O)c2cscn2)CC1,9,4,1,12,0.1,-1,-8,-0.3,-19,1,26
CCOc1ccc(N2C(=O)CNC2=S)cc1,-12,1,2,1,-0.2,11,5,-0.4,-22,-4,-33
CC(C)(C)c1nnc(NC(=O)C2CC(=O)N(CCc3ccc(F)cc3)C2)s1 (stereo not given),4,15,0,-14,0.0,14,-3,1.6,-38,-10,4
CCCNC(=O)CSc1nc(Cc2ccccc2)nc2ccccc12,-3,0,5,29,0.4,24,31,0.9,11,39,-20
CC(=O)OC[C@H]1O[C@@H](O[C@H]2C[C@]3(C)C(C[C@@H](O)C4C([C@]5(C)CC[C@@H](C(C)(C)O)O5)CC[C@]43C)[C@@]3(C)CC[C@H](O)C(C)(C)C23)[C@H](O[C@@H]2O[C@@H](C)[C@H](O)[C@@H](O)[C@H]2O)[C@@H](O)[C@@H]1O (stereo not given in full),-8,-3,nt,5,0.6,2,11,-1.5,9,6,14

# Copied from the list.
# KKLEB tox, CC(=O)OCCN(CCOC(C)=O)c1c(C)[nH]c(=O)[nH]c1=O stands at -4
# HIF-2a block, FC(F)(F)c1ccccc1NC(=S)Nc1cccc2cnccc12 stands at 6

# Screens as filed in PubChem BioAssay.
